Shiga inhibitor: blocks Shiga toxin action in Vero cells. Vero cells, Shiga toxin protein synthesis inhibition reporter. inhibition, % at 38.7 µM. 290,000 tested, 9.2% active. AID 2315; in the data active = inhibition mostly above about 28%, no sharp cut-off; inactive = mostly below about 43%; also: 0% is about no effect
HCMV antiviral: human cytomegalovirus inhibition; HFF cells, HCMV-luciferase reporter, 72 h; hits give low values; activity change, negative = inhibition, % at 57.5 µM; 410,000 tested, 4.5% active; AID 1259415; in the data active = activity change below about -60%; inconclusive = no clear call, values can overlap the other calls; inactive = above about -39%; also: % is scaled to controls: 0 for no effect and ±100 for the full control effect
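Inhibition of viral replication was scored as loss of reporter luminescence in HFFs infected with HCMV-luciferase (MOI 1 PFU/cell) for 72 h; compounds tested at 2 doses, normalized to buffer and Salinomycin controls.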
AmpC no deterg: AmpC beta-lactamase inhibition without detergent; P00811; AmpC nitrocefin hydrolysis, absorbance 480 nm, 0.0001% Triton; Potency, µM (titrated, usually from 57.1 µM), inactives show at the top dose activity change, negative = inhibition, most hits filed as inhibitors; 330,000 tested, 0.52% active;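 also: potency is read from the fitted curve at half-maximal effect; plate controls were no compound for no effect and no enzyme for full effect; nearly all actives have a fitted effect of over 20% in size; some results filed as inactive show a strong effect at the top dose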
Target sequence (P00811 whole entry, looked up): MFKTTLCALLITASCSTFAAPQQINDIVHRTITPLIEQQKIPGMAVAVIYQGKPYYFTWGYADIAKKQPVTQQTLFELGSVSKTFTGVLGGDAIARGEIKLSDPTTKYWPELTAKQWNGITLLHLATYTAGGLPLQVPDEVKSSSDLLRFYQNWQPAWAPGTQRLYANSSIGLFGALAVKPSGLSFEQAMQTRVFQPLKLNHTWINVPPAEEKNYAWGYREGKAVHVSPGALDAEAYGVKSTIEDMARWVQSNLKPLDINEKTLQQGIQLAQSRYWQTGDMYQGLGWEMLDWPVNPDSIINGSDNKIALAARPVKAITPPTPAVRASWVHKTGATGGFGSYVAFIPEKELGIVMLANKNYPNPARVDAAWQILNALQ
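20 mM phosphate pH 7.0 + 0.01% (detergent screen) or 0.0001% Triton X-100; 5.3 nM AmpC reagent; cpd preinc 15 min RT; nitrocefin (800 uM stock) to start; A480 q20 s × 4 min; Activity was normalised to no-enzyme and no-compound control wells.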
FBPA Giardia inh: inhibitors of Giardia lamblia fructose-1,6-bisphosphate aldolase. A8B2U2. purified Giardia FBPA. Potency, µM (top dose mostly 59.6 µM), for inactives: top-dose activity, negative = inhibition, most hits filed as inhibitors. 290,000 tested, 0.71% active. AID 2451; also: potency is read from the fitted curve at half-maximal effect; % is scaled to controls: 0 for no effect and ±100 for the full control effect; nearly all actives have a fitted effect of over 55% in size
Target sequence (A8B2U2 whole entry, looked up): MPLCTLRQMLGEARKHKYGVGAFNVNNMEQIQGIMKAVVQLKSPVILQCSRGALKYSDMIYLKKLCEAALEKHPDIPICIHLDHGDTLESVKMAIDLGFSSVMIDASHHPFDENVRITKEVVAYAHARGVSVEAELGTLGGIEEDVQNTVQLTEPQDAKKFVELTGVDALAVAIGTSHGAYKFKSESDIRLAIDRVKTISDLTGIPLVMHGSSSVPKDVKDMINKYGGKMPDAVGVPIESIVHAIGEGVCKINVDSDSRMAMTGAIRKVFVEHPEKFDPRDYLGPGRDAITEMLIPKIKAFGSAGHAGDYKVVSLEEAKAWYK
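Giardia FBPA (40 nM reagent) was preincubated 10 min at RT with compound (up to 57.5 uM final), then substrate plus GAPDH/TPI/NAD/arsenate coupling system with diaphorase/resazurin was added; resorufin fluorescence (525/598 nm) was read after 20 min.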
AMA1 RON2 block: AMA1-RON2 (P. falciparum) interaction inhibition | AlphaScreen AMA1-biotinylated RON2 peptide binding | Potency, µM (series often up to 58.2 µM), for inactives: top-dose activity change, negative = inhibition, usual class: inhibitors | 360,000 tested, 0.2% active | AID 720542;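 also: potency is read from the fitted curve at half-maximal effect; 0% = vehicle wells and -100% = peptide control; nearly all actives have a fitted effect of over 45% in size; some results filed as inactive show a strong effect at the top dose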
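AMA1 (3D7) with his tag at 25 nM final met compounds first, then biotinylated RON2 peptide at 25 nM; detection used donor plus acceptor beads, 10 µg/mL apiece, read by AlphaScreen after 30 min at room temperature.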
AmpC detergent: blocks E. coli AmpC beta-lactamase in detergent assay; 370,000 tested, 0.041% active; Potency, µM (doses to about 114 µM), for the others: top-dose activity change, negative = inhibition, usual class: inhibitors; AmpC hydrolysis of nitrocefin, absorbance 480 nm, 0.01% Triton;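 also: potency is read from the fitted curve at half-maximal effect; 0% = no-compound wells and -100% = no-enzyme wells; nearly all actives have a fitted effect of over 25% in size; some results filed as inactive show a strong effect at the top dose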
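20 mM phosphate pH 7.0 + 0.01% (detergent screen) or 0.0001% Triton X-100; 5.3 nM AmpC reagent; cpd preinc 15 min RT; nitrocefin (800 uM stock) to start; A480 q20 s × 4 min; Activity was normalised to no-enzyme and no-compound control wells.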
CHX counter: counter-screen for Shiga toxin inhibitors: cycloheximide protein synthesis inhibition. max response, %. 300,000 tested, 12% active. cell reporter, cycloheximide protein synthesis inhibition counterscreen. AID 2314; in the data active = max response mostly above about 13%, no sharp cut-off; inactive = mostly below about 14%; also: read at 38.3 µM for the half of the compounds with a filed dose; 0% is about no effect
* hit, by the source's call; ? = inconclusive; . = not tested or not shown; [ ] = dose if it differs, or a comment. Unless noted, calls follow the shape of the dose curve; as a rule, active = well fitted curve in the direction sought with a large enough effect; inconclusive = small, poorly fitted or top-dose-only effect, or another doubt; inactive = no such curve, though single readings can be large; an effect the other way counts as inactive or inconclusive.

SMILES	Shiga inhibitor	HCMV antiviral	AmpC no deterg	FBPA Giardia inh	AMA1 RON2 block	AmpC detergent	CHX counter
CN1CCN(CCOC2c3ccccc3CSc3ccc(Cl)cc32)CC1 (stereo unspecified)	-8.6	-37.1	164.3%[activator]	4.3%	-24.8%	-6.1%	-6.2
CCN(C(=O)CSc1nnc(C)c(=O)[nH]1)c1cccc2ccccc12	.	-25.6	-32.9%	.	1.5%	.	.
COc1ccccc1N(CC(=O)Nc1ccc(Cc2ccncc2)cc1)S(=O)(=O)c1ccccc1	-4.6	?	0.5%	-5.1%	-23.1%	-4.2%	-3.0
COc1cc(O)cc2c1cc([N+](=O)[O-])c1c(C(=O)O)cc3c(c12)OCO3	.	0.0	-49.4%	.	-5.3%	.	.
CN(C)S(=O)(=O)c1ccc(C(=O)OCC(=O)c2ccc3c(c2)NC(=O)CO3)cc1	42.3*	-5.0	-18.0%	-1.5%	20.3%	0.3%	2.1
Cc1nn(CC(=O)NC(=O)NC2CCCCC2C)c(=O)c(C#N)c1C (stereo unspecified)	.	-15.6	-49.0%	.	-2.1%	-5.4%	.
Cc1ccc(S(=O)(=O)N2CCN(S(=O)(=O)c3c(C)n[nH]c3C)CC2)cc1C	.	-13.0	-6.3%	.	-3.8%	2.9%	.
O=C(Nc1ccc2ncccc2c1)c1cccc(Br)c1	46.8*	62.2	-22.6%	?	-1.6%	0.3%	38.9*
Cc1ccc(-c2nc(COC(=O)C3=NN(c4ccccc4)C(=O)CC3)cs2)cc1	.	35.3	34.5%	.	1.0%	-2.5%	.
O=C1C(Cc2ccc3[nH]ccc3c2)NC(=S)N1c1ccccc1 (stereo unspecified)	-6.4	9.0	-27.4%	-0.2%	33.4%[activator]	?	1.9
C/C(=N\Nc1ccc(Cl)c(C(=O)O)c1)c1cccc([N+](=O)[O-])c1	158.6*	-13.5	-12.8%	-9.1%	0.0%	3.6%	80.4*
O=C(Nc1ccccc1)OCC1CCCN2CCCCC12 (stereo unspecified)	10.1	63.3	-17.4%	-10.9%	-2.2%	?	28.7
Cc1ccccc1C(=O)NN1C(=O)CSC1=S	-9.8	77.5	-28.2%	-21.9%	24.3%	-5.7%	-2.0
COC(=O)Nc1ccc(S(=O)(=O)N2CCCc3ccccc32)cc1	40.6*	-61.6*	-28.5%	-10.7%	-4.8%	-3.4%	18.2*
COc1ccc2oc(=O)c(C(=O)C[n+]3cccc(C)c3)cc2c1	-7.9	-24.9	1.0%	?	-5.6%	1.3%	-1.3
Cc1nnc(SCC(=O)Nc2ccccc2F)n1Cc1ccco1	11.6	0.0	-2.7%	-0.4%	2.4%	-12.4%	7.0
Cc1scc(-c2n[nH]c(=S)n2C(C)c2ccccc2)c1C (stereo unspecified)	-16.5	-25.2	-5.3%	0.1%	38.7%[activator]	3.7%	-3.1
COc1ccc(-c2nnn(CC(=O)N(CC(=O)NC3CCCC3)c3ccccc3)n2)cc1OC	-2.8	-14.7	64.2%[activator]	0.8%	9.8%	2.6%	11.7
CCOC(=O)C1(c2csc(N)n2)COC(=O)C1 (stereo unspecified)	1.0	19.0	.	-8.9%	29.4%	-6.8%	-4.4
Cc1nc2c(c(C)nn2-c2ccccc2)c(C)c1CCC(=O)NCCCOC(C)C	22.3	-8.7	166.4%[activator]	5.3%	5.8%	-0.7%	8.4
CC(C)OCCCNC(=O)c1ccc(N(C)S(C)(=O)=O)cc1	20.8	18.3	-2.9%	1.4%	-2.7%	8.8%	6.1
CCOc1ccccc1OCCCC(=O)Nc1cccc(-n2cnnn2)c1C	.	-14.2	-12.3%	.	1.4%	?	.
CNC(=S)NCCc1ccc(OC)c(OC)c1	-4.2	29.9	0.2%	0.6%	-3.8%	0.6%	-0.2
Cc1nc2ccc(C(=O)O)cc2c2c1CC(C)S2 (stereo unspecified)	32.5	47.5	-18.8%	3.9%	-1.6%	0.7%	-3.0
O=C(CC1=NCCNC(c2ccccc2)C1)c1ccccc1O (stereo unspecified)	35.5*	-25.9	81.3%[activator]	24.3%	15.4%	7.6%	31.8*
CCc1sc(C(=O)N2CCN(CC(=O)Nc3cccc(F)c3)CC2)cc1C	.	-1.5	72.4%[activator]	.	10.2%	0.7%	.
Cn1c(-c2ccc3c(c2)OCO3)cnc1N	-3.8	-4.9	-14.3%	15.4%	28.4%	-7.4%	13.0*
CCN(CC(=O)NCc1ccc(F)cc1)CC(=O)NC1CCCC1	-13.1	-10.7	-11.7%	8.3%	6.7%	-6.6%	-4.4
COc1cccc(C2=NCCc3cc4c(cc32)OCO4)c1OC	2.0	-3.7	-16.2%	0.0%	-14.6%	-9.0%	-1.9
Cn1c(C(=O)NCCCN2CCCC2=O)cc2c(=O)n(C)c3ccccc3c21	12.4	75.8	13.9%	-13.5%	9.0%	?	-5.6
COc1cccc(N2CCN(C(=O)c3cc(C)oc3C)CC2)c1	.	?	9.7%	.	4.3%[11.6 µM]	-15.5%	.
COc1ccc(CNC(=O)COc2ccc(C)nc2[N+](=O)[O-])cc1	-8.5	?	-4.9%[11.4 µM]	5.0%	-4.1%	-4.8%	9.9
COC(=O)CC1C(=O)NCCN1C(=S)NC(=O)c1sc2ccccc2c1Cl (stereo unspecified)	-5.7	-37.0	-2.6%[2.29 µM]	15.8µM*	93.9%[activator]	?	-1.2
Cc1nn(C)c(C)c1CNC(=O)c1cc2n(n1)C(C(F)(F)F)CC(c1cccs1)N2 (stereo unspecified)	-3.7	-68.5*	160.1%[activator]	-6.3%	3.2%	?	-2.1
O=C1Nc2ccc(S(=O)(=O)NCc3ccccn3)c3cccc1c23	1.0	87.0	-22.7%	-18.6%	9.7%	-14.7%	-2.0
Cc1cc2nc(C3CCN(C(=S)NCCCOC(C)C)CC3)[nH]c2cc1C	-16.9	-27.6	61.8%[activator]	0.4%	-5.9%	-13.0%	-3.6
Cc1cc(NC(=O)C2CC(=O)N(c3cccc(Cl)c3)C2)no1 (stereo unspecified)	19.0	-17.1	-13.2%	8.9%	3.5%	2.1%	-1.6
Cc1ccc(S(=O)(=O)N(C)C)cc1NC(=O)COC(=O)CCC1CCCC1	.	19.1	4.1%	.	0.9%	-5.6%	.
Cc1ccc(C)c(NC(=O)COc2cccc3c2CCN(Cc2ccccc2C)C3=O)c1	-10.6	-9.4	3.0%	0.4%	-2.1%[11.6 µM]	-2.9%	1.9
O=C(COc1ccccc1F)Nc1ccc(-c2nc3ccccc3s2)cc1	.	72.4	-24.2%	.	.	?	.
Cn1nc(C(C)(C)C)c([N+](=O)[O-])c1C(=O)N1CCOCC1	-3.4	14.1	5.4%	.	-8.8%	-7.8%	0.5
O=C(CSc1nccc(-c2cccs2)n1)Nc1ccc(Cl)cc1	20.2	-29.9	-44.6%	-3.7%	-0.1%	0.7%	3.3
CC1CCCCC1N1CN=C(Nc2nc3ccccc3s2)NC1 (stereo unspecified)	-5.5	-3.5	-34.5%	5.0%	-2.0%	-7.1%	-3.7
C/C=C(/C)C(=O)O[C@@H]1[C@H](OC(=O)C=C(C)C)c2c(ccc3ccc(=O)oc23)OC1(C)C	-15.3	-15.6	-5.2%	-2.7%	2.0%	?	-2.9
O=C(NC1CCCCC1)C(=S)N1CCOCC1	-10.0	134.6	-16.2%	-2.8%	17.1%	3.0%	-5.8
CCCCNC(=O)c1cc([N+](=O)[O-])[nH]n1	-11.6	-7.7	-15.6%	-9.6%	25.2%	?	3.7
CS(=O)(=O)N(CC(=O)NCc1ccc2c(c1)OCO2)Cc1ccc(Cl)cc1	-1.2	?	23.0%	8.2%	-16.0%	-4.1%	-0.9
CC(Oc1ccccc1)C(=O)N1CCN=C1SCc1ccccc1 (stereo unspecified)	-0.9	-18.6	0.5%	-7.1%	-5.1%	-4.1%	4.9
CCSc1nnc(C)n1-c1ccc(C(=O)O)cc1	-13.8	?	-16.2%	-7.4%	-2.5%	?	-2.1
COc1ccc(NC(=O)CSCC(=O)N2CCN(C(=O)c3ccco3)CC2)cc1	.	-5.3	-16.7%	.	-3.1%	4.9%	.
Continuation.
SMILES	Shiga inhibitor	HCMV antiviral	AmpC no deterg	FBPA Giardia inh	AMA1 RON2 block	AmpC detergent	CHX counter
CCOc1ccccc1NC(=O)C(NCC1CCCCC1)c1ccccc1 (stereo unspecified)	12.5	-6.4	-40.3%	0.6%	1.1%	-2.4%	-3.5
COc1ccc2sc(NC(=O)CC(C)C)nc2c1	94.0*	-0.8	-27.5%	0.2%	-3.6%	3.5%	39.1*
O=C(CN1C(=O)c2cccc3cccc(c23)C1=O)NCCCO	-11.3	-32.9	-5.2%	11.8%	0.5%	-4.7%	7.1
O=C(O)c1nccnc1C(=O)Nc1ccccc1N1CCOCC1	2.5	23.0	-20.9%	-6.2%	4.1%	6.1%	1.2
CCOC(=O)N1CCN(S(=O)(=O)c2ccc(F)c(C(=O)Nc3cccc(Cl)c3C)c2)CC1	-2.3	-11.9	42.2%	2.2%	-0.1%	-13.7%	1.0
O=C(c1cc(-c2ccc(O)cc2)on1)N1CCCCCC1	60.8*	17.9	-17.9%	3.0%	-1.5%	-8.0%	33.9*
O=C(COC(=O)/C=C/c1ccc(OC(F)F)cc1)Nc1cccc(S(=O)(=O)N2CCCC2)c1	.	-28.3	-29.6%	.	14.0%	-15.6%	.
COC(=O)CCN(c1ccccc1)S(=O)(=O)c1ccc(OC)cc1	-11.7	15.1	78.3%[activator]	12.9%	-0.4%	-7.4%	-3.6
O=C(CCC1CCCCC1=O)c1ccccc1 (stereo unspecified)	32.9	-8.2	1.2%	7.1%	-4.6%	-15.2%	17.6
CN(CC(=O)Nc1cccc(F)c1)C(=O)c1ccc(N2CCOCC2)c([N+](=O)[O-])c1	-4.8	84.8	-0.9%	.	-1.1%	-13.5%	-0.8
Cc1ccccc1OCCCn1c(CCNC(=O)C2CCCCC2)nc2ccccc21	29.4	-14.1	.	.	.	-5.4%	7.2
COc1ccccc1NC(=O)CN1CCN(S(=O)(=O)c2ccc(Br)cc2)CC1	-6.5	-31.4	-8.4%	0.3%	5.1%	0.5%	1.5
CCOC(=O)c1c[nH]c2c(C)cc(C)cc2c1=O	-6.9	-22.8	-23.8%	-10.7%	-19.4%	-12.6%	-1.9

High-throughput results from PubChem.

An unsorted share of the library; overall some 16% were active at least once.
